Screening results from PubChem BioAssay.
CHT inh: inhibitors of human choline transporter CHT. Q9GZV3. CHT-expressing cells, membrane potential dye, choline response; stronger effect = lower value. B-score at 10 µM. 310,000 compounds, 0.86% hits. AID 488975;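 active = B-score over 3 SD under the library average, and starting fluorescence ratio not unusually high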;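 note: choline stimulus applied at its EC90 after an EC20 pre-addition; B-score computed on integrated fluorescence ratio after choline addition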
Target sequence (Q9GZV3 whole entry, looked up): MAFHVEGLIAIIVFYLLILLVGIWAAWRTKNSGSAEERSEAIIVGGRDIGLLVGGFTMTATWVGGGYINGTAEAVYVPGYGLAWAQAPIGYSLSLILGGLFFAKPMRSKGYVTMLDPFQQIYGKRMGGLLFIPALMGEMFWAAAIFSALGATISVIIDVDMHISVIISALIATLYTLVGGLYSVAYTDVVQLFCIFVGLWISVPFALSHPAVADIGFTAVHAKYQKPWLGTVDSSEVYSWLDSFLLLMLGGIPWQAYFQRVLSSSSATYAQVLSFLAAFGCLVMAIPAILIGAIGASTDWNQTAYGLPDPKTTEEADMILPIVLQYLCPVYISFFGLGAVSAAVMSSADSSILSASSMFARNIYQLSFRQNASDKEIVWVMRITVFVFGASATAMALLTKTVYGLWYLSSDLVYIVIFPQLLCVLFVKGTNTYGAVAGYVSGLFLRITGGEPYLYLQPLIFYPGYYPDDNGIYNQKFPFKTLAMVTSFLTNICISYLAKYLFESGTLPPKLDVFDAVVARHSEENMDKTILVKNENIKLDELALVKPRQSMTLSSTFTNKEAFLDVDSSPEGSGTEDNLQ
KCNQ2 block: KCNQ2 channel blockers in CHO-K1 cells – cell-based, FluxOR thallium flux, B-score, primary screen (AID 2156); O88943; B-score at 10 µM; 310,000 compounds, 1.1% hits; 20 min; stronger effect = lower value;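 active = fluorescence ratio B-score at most minus 3 library SDs, with starting brightness B-score within 2 library SDs, cut at about -5.5 in these data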
* = called active by the depositor.

Cn1cc(Cl)c(/C=C(\C#N)S(=O)(=O)c2ccccc2)n1 was read as CHT inh inactive and KCNQ2 block inactive.
Screening Cc1cccc(C=Nc2ccc3c4c(cccc24)CC3)c1O returned CHT inh inactive and KCNQ2 block inactive.
`CNc1nc(C)c(C(=O)c2ccc(Cl)cc2)s1` gave CHT inh inactive and KCNQ2 block inactive.
CC(C)[C@H](NC(=O)c1ccccc1)C(=O)N1CCc2ccccc21 was read as CHT inh inactive and KCNQ2 block inactive.
For O=C(Cc1ccc([N+](=O)[O-])cc1)N/N=C/c1ccc([N+](=O)[O-])o1 the results were CHT inh inactive and KCNQ2 block inactive.
`CC(=O)Nc1ccc(S(=O)(=O)Nc2nc3ccccc3nc2-n2ccc(=NC(=O)c3ccc(F)cc3)cc2)cc1` gave CHT inh inactive and KCNQ2 block inactive.
N=c1ccn2c(n1)O[C@H]1[C@@H](CO)[C@H](O)O[C@H]12 was read as CHT inh inactive.
C=CCOc1ccc(Br)cc1/C=C1\NC(=S)N(C(C)=O)C1=O was read as CHT inh inactive and KCNQ2 block inactive.
Screening Fc1ccc(CSc2ncnc3ccccc23)cc1 returned CHT inh inactive and KCNQ2 block inactive.
Screening Cc1cc2nc(C3CCN(C(=S)NCCCOC(C)C)CC3)[nH]c2cc1C returned CHT inh inactive and KCNQ2 block inactive.
For CCN(CC)S(=O)(=O)c1cc(F)ccc1OC the results were CHT inh inactive.
For COc1ccc(C2CC(c3ccccc3)=NN2c2ccc(C(N)=O)cc2)cc1 (configuration not stated) the results were CHT inh inactive and KCNQ2 block inactive.
`O=C(Nc1cc(S(=O)(=O)N2CCOCC2)ccc1N1CCCC1)c1cccnc1Cl` gave CHT inh inactive and KCNQ2 block inactive.
`O=C(NC(=S)NNC(=O)[C@H]1C[C@@H]1c1ccccc1)c1ccc(F)cc1` gave CHT inh inactive and KCNQ2 block inactive.
For COc1ccc(Cl)cc1NC(=O)C/C(C)=N/NC(=O)c1ccccc1[N+](=O)[O-] the results were CHT inh inactive and KCNQ2 block inactive.
Screening O=C(CN1C(=O)/C(=C\c2cccc(Br)c2)Oc2ccccc21)NCCCN1CCOCC1 returned CHT inh inactive and KCNQ2 block inactive.
Screening Cc1cccc2c1cnn2C(=O)Nc1cc(F)ccc1F returned CHT inh inactive and KCNQ2 block inactive.
Screening COc1cc(NC(=O)C2=CC(c3cccs3)=NS(=O)(=O)N2C)cc(OC)c1OC returned CHT inh inactive and KCNQ2 block inactive.
CCCCOC(=O)c1ccc(NC(=S)NC(=O)c2c(Cl)cnn2CC)cc1 was read as CHT inh inactive and KCNQ2 block inactive.
O=C(NC12CC3CC(CC(C3)C1)C2)c1ccc(=O)oc1 was read as CHT inh inactive and KCNQ2 block inactive.
Screening Cc1ccc(N2C(=O)c3ccccc3C2(O)c2ncc[nH]2)cc1 (configuration not stated) returned CHT inh inactive and KCNQ2 block inactive.
Screening COC(=O)CC(NS(=O)(=O)c1cccs1)c1ccc2c(c1)OCO2 (configuration not stated) returned CHT inh inactive and KCNQ2 block inactive.
COc1ccc(-c2nc3cnccn3c2NC(C)(C)CC(C)(C)C)cc1O was read as CHT inh inactive and KCNQ2 block inactive.
For O=C(C/C=N/OCc1c(Cl)cccc1Cl)c1cnc(-c2ccccc2)s1 the results were CHT inh inactive and KCNQ2 block inactive.
For O=C1CN(c2nc(-c3cccnc3)nc3scc(-c4ccccc4)c23)CCN1 the results were CHT inh inactive and KCNQ2 block inactive.
`O=C1CC2(CCN(C(=O)c3cccc(Cl)c3)CC2)Oc2ccccc21` gave CHT inh inactive and KCNQ2 block inactive.
For O=C(c1cnn2c(C(F)F)cc(-c3ccccc3)nc12)N1CCN(Cc2ccc3c(c2)OCO3)CC1 the results were CHT inh inactive and KCNQ2 block inactive.
O=C1C(=O)N(Cc2cccnc2)C(c2cccc([N+](=O)[O-])c2)/C1=C(/O)c1ccc2c(c1)OCO2 (configuration not stated) was read as CHT inh inactive and KCNQ2 block inactive.
Screening CSCC(=O)N1CCCC(CO)(CCCc2ccccc2)C1 (configuration not stated) returned CHT inh inactive and KCNQ2 block inactive.
`O=C(CN(Cc1ccc(F)cc1)C(=O)CNS(=O)(=O)c1ccc(F)cc1)NCc1ccco1` gave CHT inh inactive and KCNQ2 block inactive.
COc1ccc(NC2CCCN(C(=O)c3ccc(C(C)=O)s3)C2)cc1 (configuration not stated) was read as CHT inh inactive and KCNQ2 block inactive.
`O=S(=O)(NCc1csc(-c2cccs2)n1)c1ccccc1` gave CHT inh inactive and KCNQ2 block inactive.
Screening Cn1cnnc1SC(C(=O)Nc1cc(Cl)cc(Cl)c1)c1ccccc1 (configuration not stated) returned CHT inh inactive and KCNQ2 block inactive.
For CCN(CC(=O)NCc1ccc(F)cc1)CC(=O)Nc1ccc(S(=O)(=O)N2CCCC2)cc1 the results were CHT inh inactive and KCNQ2 block inactive.
`COc1ccccc1OCCNC(=O)CSC(=S)N1CCCC1` gave CHT inh inactive and KCNQ2 block inactive.
For CC(C)(C)c1ccc(-n2ncc3c2CCCC3NC(=O)CCN2CCCO2)cc1 (configuration not stated) the results were CHT inh inactive and KCNQ2 block inactive.
`CS(=O)(=O)C1=C(O)C(=O)N(CCCC(=O)O)C1c1ccccc1F` (configuration not stated) gave CHT inh inactive and KCNQ2 block inactive.
CN(C(N)=S)c1ccccc1 was read as CHT inh inactive and KCNQ2 block inactive.
`CC1CCC(NC(=O)c2ccc(COc3ccccc3)o2)CC1` (configuration not stated) gave CHT inh inactive and KCNQ2 block inactive.
Screening O=C(CSc1nc2ccccc2c(=O)n1CC1CCCO1)N1CCN(c2ccccc2)CC1 (configuration not stated) returned CHT inh inactive and KCNQ2 block inactive.

Next section; it opens with the two that closed the last part.
`CC1CCC(NC(=O)c2ccc(COc3ccccc3)o2)CC1` (configuration not stated) gave CHT inh inactive and KCNQ2 block inactive.
Screening O=C(CSc1nc2ccccc2c(=O)n1CC1CCCO1)N1CCN(c2ccccc2)CC1 (configuration not stated) returned CHT inh inactive and KCNQ2 block inactive.
Screening CCOC(=O)C1(Cc2cccc(OC)c2)CCN(Cc2ccccc2)CC1 returned CHT inh inactive and KCNQ2 block inactive.
Screening COc1ccc(CC(=O)N/N=C/c2ccc(-c3cccc(C(=O)O)c3)o2)cc1OC returned CHT inh inactive and KCNQ2 block inactive.
`O=C(Nc1cccnc1Cl)c1cc([N+](=O)[O-])ccc1Cl` gave CHT inh inactive and KCNQ2 block inactive.
Cc1csc(NC(=O)CSc2nnc(NC(=O)COc3ccccc3)s2)n1 was read as CHT inh inactive and KCNQ2 block inactive.
COc1ccc(-c2cc(CCCC(=O)NCCc3ccccc3)no2)cc1 was read as CHT inh inactive and KCNQ2 block inactive.
For O=C(CC1Oc2ccc(Cl)cc2NC1=O)NC1CCCCCC1 (configuration not stated) the results were CHT inh inactive and KCNQ2 block inactive.
For Cc1ccc(OCCCN2C(=O)C(=O)c3cccc(C)c32)cc1 the results were CHT inh inactive and KCNQ2 block inactive.
`Cc1csc(NC(=O)[C@@H](NC(=O)c2ccccc2)C(C)C)n1` gave CHT inh inactive and KCNQ2 block inactive.
For CCN(C(=O)c1cccc(F)c1)c1ccccc1C the results were CHT inh inactive and KCNQ2 block inactive.
`O=C(N/N=C/c1ccccn1)c1ccc(N/N=C/c2ccccn2)cc1` gave CHT inh inactive and KCNQ2 block inactive.
Screening CCN(CC(=O)NCCCN1CCOCC1)S(=O)(=O)c1ccc(Cl)cc1 returned CHT inh inactive and KCNQ2 block inactive.
Cc1cc(C)c(OCC(=O)Nc2cc(C(=O)O)cc(C(=O)O)c2)cc1C was read as CHT inh inactive and KCNQ2 block inactive.
Screening C=CCn1c(=O)c(C(=O)Nc2cc(C)ccn2)c(O)c2ccccc21 returned CHT inh inactive and KCNQ2 block inactive.
For COc1ccc(CC(NC(C)=O)C(=O)NC2CCN(C(=O)C3CCCCC3)CC2)cc1OC (configuration not stated) the results were CHT inh inactive and KCNQ2 block inactive.
`C[C@@H]1C(=O)O[C@@H]2CC34[C@H]5C[C@@H](C(C)(C)C)C36[C@H](OC(=O)[C@@H]6O)OC4(C(=O)O5)[C@@]12O` (some centres not stated) gave CHT inh inactive and KCNQ2 block inactive.
For c1ccc(CN2CCC(N3CCN(Cc4ccc5c(c4)OCO5)CC3)CC2)cc1 the results were CHT inh inactive and KCNQ2 block inactive.
`Cc1ccc(N2CC(C(=O)Nc3nnc(SCCC4OCCO4)s3)CC2=O)cc1C` (configuration not stated) gave CHT inh inactive and KCNQ2 block inactive.
`O=C(C[C@H]1C(=O)N(c2ccc(F)c(F)c2)C[C@@H]1Cc1ccccc1)Nc1ccccc1` gave CHT inh inactive and KCNQ2 block inactive.
`C#CCOCCOCCOCCNc1nc(N2CCN(C(=O)CCCCCCCCCCNC(=O)Cn3cc(C[C@@H](C)O)nn3)CC2)nc(N2CCN(C(=O)CCCCCCCCCCNC(=O)[C@@H]([C@H](C)O)n3cc(C)nn3)CC2)n1` gave CHT inh inactive.
Screening Cc1ccccc1-n1nc2c(c1NC(=O)COc1ccc(Cl)cc1)CS(=O)C2 (configuration not stated) returned CHT inh inactive and KCNQ2 block inactive.
Screening O=c1oc2ccccc2c(O)c1/C=N/c1ccccn1 returned CHT inh inactive and KCNQ2 block inactive.
C/C(=N/Oc1nc(C)cc(C)n1)c1ccc(F)cc1 was read as CHT inh inactive and KCNQ2 block inactive.
Screening CCCCN1CC[C@H]2C=CC[C@@H](C(=O)N3CCN(c4ccccc4)CC3)[C@H]2C1=O returned CHT inh inactive and KCNQ2 block inactive.
Screening O=C(O)c1ccc(NC(=S)Nc2ccccc2)cc1 returned CHT inh inactive and KCNQ2 block inactive.
Screening Cc1ccc(N2CCOCC2)c2c1C(=O)c1ccccc1C2=O returned CHT inh inactive and KCNQ2 block inactive.
`COc1cc(-n2c(=O)c3ccccc3n(Cc3cccc(C)c3)c2=O)cc(OC)c1OC` gave CHT inh inactive and KCNQ2 block inactive.
`COc1cc(OC)c(C2NC(=O)CCC2[N+](=O)[O-])cc1OC` (configuration not stated) gave CHT inh inactive and KCNQ2 block inactive.
For CNc1n[nH]c(=S)s1 the results were CHT inh inactive and KCNQ2 block inactive.
OCc1nnn(-c2cccc(C(F)(F)F)c2)c1CO was read as CHT inh inactive and KCNQ2 block inactive.
Screening COc1ccc(CCNC(=O)COc2ccc(-c3ccccc3)cc2)cc1OC returned CHT inh inactive and KCNQ2 block inactive.
`COc1ccc(OC)c(-c2nnc(NC(=O)C(C)Sc3nncn3C)s2)c1` (configuration not stated) gave CHT inh inactive and KCNQ2 block inactive.
CCC1C(=O)NCCN1C(=O)c1cc(COc2cc(C)ccc2C)on1 (configuration not stated) was read as CHT inh inactive and KCNQ2 block inactive.
For CCN(CC)c1ccc(NC(=O)c2ccccc2F)cc1S(=O)(=O)Nc1ccccc1OC the results were CHT inh inactive and KCNQ2 block inactive.
O=C(CCN1C(=O)/C(=C/c2cccs2)SC1=S)Nc1ccccn1 was read as CHT inh inactive and KCNQ2 block inactive.
Screening COc1ccccc1C(=O)NC(=O)COC(=O)CCOc1cc(C)ccc1C returned CHT inh inactive and KCNQ2 block inactive.
Screening Cc1cc(Cl)ccc1C(=O)C1CCCN(C(=O)c2cccc(N3CCCC3=O)c2)C1 (configuration not stated) returned CHT inh inactive and KCNQ2 block inactive.
`CCc1ccc(O)c(CNCCNCc2cc(CC)ccc2O)c1` gave CHT inh -6.82* and KCNQ2 block inactive.
O=C(CCSCc1ccccc1F)NCc1cccs1 was read as CHT inh inactive and KCNQ2 block inactive.
Screening C/C(CC(=O)NCCN1CCOCC1)=N\NC(=O)c1ccncc1 returned CHT inh inactive and KCNQ2 block inactive.
For CCOc1ccccc1CNS(=O)(=O)c1csc(C(N)=O)c1 the results were CHT inh inactive and KCNQ2 block inactive.
`COC(=O)c1ccc(CSc2nnnn2-c2ccc(C)cc2C)o1` gave CHT inh inactive and KCNQ2 block inactive.
Screening O=C(N/N=C/C=C/c1ccccc1[N+](=O)[O-])c1ccncc1 returned CHT inh inactive and KCNQ2 block inactive.
Cn1c(=O)c2c(nc(NCc3ccc4c(c3)OCO4)n2C)n(C)c1=O was read as CHT inh inactive and KCNQ2 block inactive.
Screening O=C(O)c1ccc(S(=O)(=O)c2ccc3c(c2)C(=O)N(c2ccc(O)cc2)C3=O)cc1 returned CHT inh inactive and KCNQ2 block inactive.
`CCC(Sc1ncnc2c1nnn2-c1ccc(F)cc1)C(=O)OC` (configuration not stated) gave CHT inh inactive and KCNQ2 block inactive.
For CCc1cccc(CC)c1NC(=O)CSc1nnc(C(C)C)n1CC the results were CHT inh inactive and KCNQ2 block inactive.
`COc1cccc(-c2noc(C(C)n3nc(C)c([N+](=O)[O-])c3C)n2)c1` (configuration not stated) gave CHT inh inactive and KCNQ2 block inactive.
`CCN(CC)CCCCOc1ccccc1OC` gave CHT inh inactive and KCNQ2 block inactive.

A stretch from further up, for reference:
O=C(CCSCc1ccccc1F)NCc1cccs1 was read as CHT inh inactive and KCNQ2 block inactive.
Screening C/C(CC(=O)NCCN1CCOCC1)=N\NC(=O)c1ccncc1 returned CHT inh inactive and KCNQ2 block inactive.
For CCOc1ccccc1CNS(=O)(=O)c1csc(C(N)=O)c1 the results were CHT inh inactive and KCNQ2 block inactive.
`COC(=O)c1ccc(CSc2nnnn2-c2ccc(C)cc2C)o1` gave CHT inh inactive and KCNQ2 block inactive.
Screening O=C(N/N=C/C=C/c1ccccc1[N+](=O)[O-])c1ccncc1 returned CHT inh inactive and KCNQ2 block inactive.
Cn1c(=O)c2c(nc(NCc3ccc4c(c3)OCO4)n2C)n(C)c1=O was read as CHT inh inactive and KCNQ2 block inactive.
Screening O=C(O)c1ccc(S(=O)(=O)c2ccc3c(c2)C(=O)N(c2ccc(O)cc2)C3=O)cc1 returned CHT inh inactive and KCNQ2 block inactive.
`CCC(Sc1ncnc2c1nnn2-c1ccc(F)cc1)C(=O)OC` (configuration not stated) gave CHT inh inactive and KCNQ2 block inactive.
For CCc1cccc(CC)c1NC(=O)CSc1nnc(C(C)C)n1CC the results were CHT inh inactive and KCNQ2 block inactive.
`COc1cccc(-c2noc(C(C)n3nc(C)c([N+](=O)[O-])c3C)n2)c1` (configuration not stated) gave CHT inh inactive and KCNQ2 block inactive.
`CCN(CC)CCCCOc1ccccc1OC` gave CHT inh inactive and KCNQ2 block inactive.
